MITF primary – human MITF inhibition, primary screen | O75030 | AlphaScreen MITF homodimerization, bead proximity signal | inhibition, % at 2.6 µM | 650,000 tested, 0.91% active | AID 1259374; in the data active = inhibition above about 50%;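 also: 0% = vehicle wells with protein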
Target sequence (O75030 whole entry, looked up): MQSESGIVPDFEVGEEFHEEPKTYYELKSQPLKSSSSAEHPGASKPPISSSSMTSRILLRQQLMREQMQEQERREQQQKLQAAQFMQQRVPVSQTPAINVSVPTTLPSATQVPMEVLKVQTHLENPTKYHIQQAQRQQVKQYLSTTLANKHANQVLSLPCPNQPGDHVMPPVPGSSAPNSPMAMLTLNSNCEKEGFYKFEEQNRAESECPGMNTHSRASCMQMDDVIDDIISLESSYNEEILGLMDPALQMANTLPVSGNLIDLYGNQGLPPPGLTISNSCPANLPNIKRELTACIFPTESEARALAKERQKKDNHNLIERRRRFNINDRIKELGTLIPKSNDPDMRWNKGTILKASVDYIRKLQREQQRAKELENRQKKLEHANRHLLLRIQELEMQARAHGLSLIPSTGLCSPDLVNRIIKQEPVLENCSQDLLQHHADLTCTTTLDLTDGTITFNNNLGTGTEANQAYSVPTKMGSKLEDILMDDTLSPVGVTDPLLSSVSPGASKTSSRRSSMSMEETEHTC
TEAD-YAP block – TEAD-YAP interaction inhibition. HEK-TIYL cells, TEAD-Gal4/YAP UAS-luciferase luminescence. inhibition, % at 9.12 µM. 640,000 tested, 1.4% active. AID 1259422; in the data active = inhibition above about 32%;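 also: 0% = median of test compound wells and 100% = reference inhibitor wells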
GPR151 activ – human GPR151 activation | Q8TDV0 | PathHunter beta-arrestin GPR151 cells, luminescence | activation, % at 11.2 µM | 650,000 tested, 1% active | AID 1508602; in the data active = activation above about 4.9%;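 also: 0% = median of compound wells and 100% = cells with positive control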
Target sequence (Q8TDV0 whole entry, looked up): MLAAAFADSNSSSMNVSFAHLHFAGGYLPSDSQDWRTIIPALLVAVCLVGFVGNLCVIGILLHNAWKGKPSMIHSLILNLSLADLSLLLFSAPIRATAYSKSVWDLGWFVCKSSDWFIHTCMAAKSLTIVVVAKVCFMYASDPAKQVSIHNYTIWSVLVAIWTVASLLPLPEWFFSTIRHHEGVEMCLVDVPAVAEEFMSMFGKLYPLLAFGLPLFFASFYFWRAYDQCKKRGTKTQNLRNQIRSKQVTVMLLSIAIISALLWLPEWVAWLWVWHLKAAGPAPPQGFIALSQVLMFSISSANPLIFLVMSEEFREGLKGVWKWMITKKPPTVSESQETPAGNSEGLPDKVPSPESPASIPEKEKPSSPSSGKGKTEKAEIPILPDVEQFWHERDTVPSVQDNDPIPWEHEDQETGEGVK
FBW7 activator – human FBW7 E3 ligase activation, primary screen | Q969H0 | AlphaScreen FBW7–phospho-cyclin E peptide binding, activator screen | normalized activity (activation), % at 26.1 µM | 650,000 tested, 0.13% active | AID 1259310; in the data active = normalized activity above about 1.9%;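 also: purified mutant Fbw7 with reduced substrate affinity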
Numbers without * were called inactive; & = joins results of further samples. Random draw from the library, and some 3.5% of all compounds hit somewhere here.

item | mol | MITF primary | TEAD-YAP block | GPR151 activ | FBW7 activator
1 | CCNC(=O)C(=O)NCc1ccccc1OC | 48 | -6 | 0.5 | 0.0
2 | CN1CCN(C(=O)CCCN2C(=O)c3cccc4cccc(c34)C2=O)CC1 | -3 | -2 | -0.8 | -0.1
3 | O=C(c1cc(COc2ccccc2)on1)N1CCCN(c2nc3ccccc3s2)CC1 | -1 | -68 | -1.3 | -0.1
4 | C#CCOc1ccc(/C=C2\NC(=S)N(CC)C2=O)cc1OC | -7 | 4 | 3.0 | 0.0
5 | Cc1cc(C)c2cc(CN(CCO)C(=O)c3ccc(F)cc3)c(=O)[nH]c2c1 | 8 | 16 | 0.0 | 0.2
6 | CN1CCCCC1CCN1c2ccccc2Sc2ccc(S(C)=O)cc21 (centres undefined) | 4&4&-1 | 12&7 | 1.9&1.1&0.5 | -0.1&-0.1&-0.2
7 | CCN(C(C)=O)c1nnc(-c2ccccc2C)s1 | 13 | -39 | -2.6 | 0.5
8 | O=C(Nc1cccc(F)c1)C1(c2cccs2)CCCC1 | 0 | -9 | 2.4 | 0.1
9 | Cc1cccc(N2CCN(C(=S)Nc3cccnc3)CC2)c1C | -2 | -3 | 0.3 | 0.0
10 | CCCN1CCOC(CC(=O)Nc2ccc([N+](=O)[O-])cc2)C1=O (centres undefined) | 3 | 7 | 0.7 | 0.0
11 | CCC(=O)N1CCc2cc(S(=O)(=O)NCc3ccc4c(c3)OCO4)ccc21 | 17 | -6 | 2.0 | 1.3
12 | COc1ccc(CN2C(=O)NC(=O)/C(=C\c3ccccc3OC)C2=O)cc1 | 4 | 3 | 0.0 | -1.0
13 | COc1cc(/C=N/NC(=O)CCN2CCN(C)CC2)cc(OC)c1 | 38 | 1 | 0.1 | 0.0
14 | O=C(Nc1ccc(Cl)c(Cl)c1)c1cnn2c1NC(c1ccco1)CC2C(F)(F)F (centres undefined) | 1 | -15 | 0.3 | -0.1
15 | Cc1c(NC(=O)CSc2cccc3cccnc23)c(=O)n(-c2ccccc2)n1C | 14 | 18 | 2.0 | -0.1
16 | CC1=C(C(=O)OC2CCCC2)C(c2cccc(C)c2)C2=C(CCCC2=O)N1 (centres undefined) | 3 | 3 | -0.5 | 0.2
17 | COc1cccc(NC(=O)N2CCn3cccc3C2c2cc(OC)c(OC)c(OC)c2)c1OC (centres undefined) | 19 | 3 | 0.1 | -0.1
18 | Cc1c(C(=O)Nc2ccc(F)cc2F)sc2ncn(Cc3ccccc3Cl)c(=O)c12 | 0 | -2 | 0.5 | 0.1
19 | Cc1cc(C)nc(-c2cccc3c2OC(CNC(=O)c2sccc2Cl)C3)n1 (centres undefined) | 11 | -1 | 0.3 | -0.1
20 | Cc1ccc(-c2nc(C=Nc3ccc(OC(F)(F)F)cc3)c(O)o2)cc1 | -2 | 5 | -1.4 | 0.1

From entry 10 as far as 20, copied from above:
item | mol | MITF primary | TEAD-YAP block | GPR151 activ | FBW7 activator
10 | CCCN1CCOC(CC(=O)Nc2ccc([N+](=O)[O-])cc2)C1=O (centres undefined) | 3 | 7 | 0.7 | 0.0
11 | CCC(=O)N1CCc2cc(S(=O)(=O)NCc3ccc4c(c3)OCO4)ccc21 | 17 | -6 | 2.0 | 1.3
12 | COc1ccc(CN2C(=O)NC(=O)/C(=C\c3ccccc3OC)C2=O)cc1 | 4 | 3 | 0.0 | -1.0
13 | COc1cc(/C=N/NC(=O)CCN2CCN(C)CC2)cc(OC)c1 | 38 | 1 | 0.1 | 0.0
14 | O=C(Nc1ccc(Cl)c(Cl)c1)c1cnn2c1NC(c1ccco1)CC2C(F)(F)F (centres undefined) | 1 | -15 | 0.3 | -0.1
15 | Cc1c(NC(=O)CSc2cccc3cccnc23)c(=O)n(-c2ccccc2)n1C | 14 | 18 | 2.0 | -0.1
16 | CC1=C(C(=O)OC2CCCC2)C(c2cccc(C)c2)C2=C(CCCC2=O)N1 (centres undefined) | 3 | 3 | -0.5 | 0.2
17 | COc1cccc(NC(=O)N2CCn3cccc3C2c2cc(OC)c(OC)c(OC)c2)c1OC (centres undefined) | 19 | 3 | 0.1 | -0.1
18 | Cc1c(C(=O)Nc2ccc(F)cc2F)sc2ncn(Cc3ccccc3Cl)c(=O)c12 | 0 | -2 | 0.5 | 0.1
19 | Cc1cc(C)nc(-c2cccc3c2OC(CNC(=O)c2sccc2Cl)C3)n1 (centres undefined) | 11 | -1 | 0.3 | -0.1
20 | Cc1ccc(-c2nc(C=Nc3ccc(OC(F)(F)F)cc3)c(O)o2)cc1 | -2 | 5 | -1.4 | 0.1

Following part
item | mol | MITF primary | TEAD-YAP block | GPR151 activ | FBW7 activator
21 | Cc1ccc(-c2csc(NC(=O)c3ccc(Oc4ccc(C(=O)Nc5nc(-c6ccc(C)o6)cs5)cc4)cc3)n2)o1 | 7 | -17 | 1.7 | -0.8
22 | C=CCNC(=S)/N=c1\sccn1C | 7 | -10 | -1.1 | 0.0
23 | O=C1/C(=C\c2ccc(-c3ccc(Cl)cc3)o2)Sc2ccccc21 | 10 | -9 | 8.4* | -0.2
24 | CCCCNC(=O)c1cc(Sc2ccc(Cl)cc2)nc2ccccc12 | -8 | 4 | -0.4 | 0.2
25 | COc1ccc(Br)cc1/C=C1\N=C(c2cc(F)c(F)cc2Cl)OC1=O | 8 | -8 | -1.8 | 0.1
26 | CCOc1ccccc1-n1c(SCC(=O)NC(C)(C)C)nnc1-c1cccnc1 | 1 | -6 | -1.4 | -0.1
27 | COc1ccc(/C=C2\SC(N3CCCC3)=NC2=O)cc1OC | 9 | 3 | -0.1 | 0.2
28 | COC(=O)CCC(=O)Nc1ccc(C)c(NC(=O)CCC(=O)OC)c1 | -2 | -9 | -0.6 | -0.1
29 | C=CCn1c(SCc2ccc3nonc3c2)nnc1-c1ccco1 | -10 | 0 | -0.8 | 0.0
30 | COc1cccc(Nc2nc(N3CCCCC3)c3cnn(C)c3n2)c1 | 10 | -5 | 2.0 | -0.1
31 | COc1ccc(/C(C)=N/NS(=O)(=O)c2cc(C)ccc2C)c(OC)c1 | 7 | -3 | -1.6 | 0.0
32 | CC(C)(C)NC(=O)c1cc(F)c(F)cc1Cl | -7 | -2 | -0.7 | -0.1
33 | CCn1c(N2CCC(C(=O)NCc3cccs3)CC2)nc2ccccc21 | 13 | -8 | 0.6 | 0.4
34 | CCCCCc1ccc(SCCc2ccc(C)nc2)cc1 | -12 | -2 | -0.2 | -0.2
35 | Cc1[nH]c2ccccc2c1CCNC(=O)/C(=C/c1cccc([N+](=O)[O-])c1)NC(=O)c1ccc(C(C)(C)C)cc1 | 6 | 5 | -0.3 | -0.1
36 | CCC(C)CC(=O)N1CCC2(CC1)CC2C(=O)N1CCN(C2CCCCC2)CC1 (centres undefined) | 12 | 2 | 0.9 | 0.1
37 | O=C(c1ccc(N2CCN(Cc3ccccc3)CC2)c([N+](=O)[O-])c1)N1CC2CC(C1)c1cccc(=O)n1C2 (centres undefined) | -3 | -2 | -2.6 | -0.1
38 | O=S(=O)(c1cccs1)N1CCc2nc(-c3cccnc3)nc(N3CCOCC3)c2C1 | -5 | 2 | 1.8 | 0.1
39 | CCN1CCN(CC(=O)Nc2ccc(OC)cc2OC)C(=O)C1=O | 3 | 12 | 0.5 | 0.2
40 | CCOCC(=O)N1CCN(c2ccccc2OC)CC1 | -2 | -9 | -0.9 | -0.2
41 | CC1=C(c2ccc(C)cc2)S(=O)(=O)N=C1N1CCN(c2cccc(C)c2)C(C)C1 (centres undefined) | 0 | -13 | 2.0 | 0.0
42 | Cc1ccc(/C(O)=C2/C(=O)C(=O)N(Cc3cccnc3)C2c2ccccc2Cl)cc1 (centres undefined) | 14 | 12 | -0.6 | -0.1
43 | O=C(CSc1nc2c(sc(=S)n2-c2ccccc2F)c(=O)n1-c1ccc(F)cc1)NC1CCCCC1 | -1 | 5 | 1.1 | 0.0
44 | COc1cccc(CC2=NOC(C(=O)N3CCC(Oc4ccc(Cl)cc4)CC3)C2)c1 (centres undefined) | 10 | -7 | 0.9 | 0.8
45 | Cc1ccc(-c2nonc2N)cc1 | -5 | -3 | 0.2 | 0.1
46 | COC(=O)c1ccccc1NC(=O)CC(C)c1ccccc1 (centres undefined) | 6 | 5 | -0.2 | 0.0
47 | CCCS(=O)(=O)n1nc(-c2ccc(OC)cc2)cc1N | 1 | -21 | -1.3 | -0.1
48 | O=C(CSc1nc2ccccc2n1S(=O)(=O)c1ccccc1)Nc1ccc([N+](=O)[O-])cc1Cl | 24 | 3 | -0.1 | 0.3
49 | COc1ccc(-c2nc(NCCOc3ccccc3)c3ncn(C(C)C)c3n2)cn1 | 12 | -6 | -2.5 | 0.3
50 | Cc1nc(Nc2ccc(NC(=O)/C=C/c3ccco3)cc2)cc(-n2cccn2)n1 | 2 | 12 | 1.9 | -0.4
51 | CCOC(=O)C(C)Oc1ccc2c(C)c(-c3ccccc3)c(=O)oc2c1 (centres undefined) | 10 | -8 | 3.0 | 0.2
52 | COCCNC(=O)C(=O)N/N=C(\C)CC(=O)NC1CCCCCCC1 | 5 | 1 | -0.4 | -0.2
53 | Cc1ccc(OCC(=O)N2CCC[C@@H]3CN(Cc4ccsc4)CC[C@H]32)cc1 | 1 | 16 | 1.0 | -0.1
54 | C/C(=N\Nc1ccccc1)c1c(O)c2ccccc2oc1=O | 6 | -31 | -0.1 | -0.2
55 | CC(=O)Nc1ccc(NC(=O)c2ccc3nc(N4CCC(N5CCOCC5)CC4)sc3c2)cc1 | 19 | -11 | 0.6 | 0.2
56 | O=[N+]([O-])c1ccccc1C[n+]1ccccc1 | 27 | 7 | -0.4 | 0.7
57 | Cc1cc(C)cc(NC(=O)C2CC(=O)n3ncnc3N2)c1 (centres undefined) | -17 | -5 | 0.7 | 0.0
58 | Cc1cc(N2CCN(c3ccccc3F)CC2)nc(-c2ccccc2)n1 | -3 | 3 | 0.2 | 0.0
59 | CCOC(=O)c1sc(NC(=O)CSc2[nH]c(=O)ncc2C)nc1C | -4 | 0 | 0.8 | 0.0
60 | COc1cccc(-n2c(SCC(=O)O)nnc2-c2ccccc2)c1 | 4 | 0 | 2.8 | 0.1
61 | Cc1ccnc(-n2cccc2CN2CCC3(CC2)NC(=O)c2ccccc2O3)c1 | -1 | -7 | 0.2 | -0.1
62 | CCc1ccc(/C(O)=C/c2nc3ccccc3[nH]c2=O)cc1 | 1 | -57 | 2.0 | 0.0
63 | O=S(=O)(NCC(c1cccs1)N1CCc2ccccc2C1)c1ccc(F)cc1 (centres undefined) | -6 | -12 | -0.8 | -0.1
64 | CCC(=O)Nc1cccc(-c2csc(C)n2)c1 | 3 | 2 | 1.9 | -0.1
65 | O=C(COc1ccccc1[N+](=O)[O-])N/N=C/c1ccccn1 | 5 | -24 | -1.0 | 0.1
66 | O=C(CS(=O)(=O)c1ccccc1)Nc1nnc(-c2ccco2)o1 | 36 | -6 | -0.5 | -0.1
67 | CCOC(=O)C1=C(C)NC(=O)NC1c1ccc2c(c1)OCO2 (centres undefined) | -12&-9 | -11&2 | 1.7&-0.4 | -0.2&-0.1
68 | C=CCNS(=O)(=O)c1sc2c(c1C(=O)OC)CCN(C/C=C/c1ccccc1)C2 | -3 | -13 | 1.3 | 0.1
69 | CCOC(=O)/C(=C/c1ccco1)NC(=O)c1ccc(Br)o1 | 17 | -4 | -0.7 | -0.1
70 | CCN(CC)c1ccc(C=C2C(=O)OC3(CCCC3)OC2=O)cc1 | 10 | 14 | -0.4 | 0.4
71 | COc1ccc2oc(=O)c(-c3csc(Nc4ccccc4Br)n3)cc2c1 | 2 | 1 | 2.4 | 0.3
72 | Cc1ccn2c(NCC3CCCO3)c(-c3ccc(N(C)C)cc3)nc2c1 (centres undefined) | 2 | -6 | -1.0 | -0.2
73 | N#CS/C=C/C(=O)c1ccccc1 | 2 | 52* | -0.4 | 0.1
74 | CC(C)(C)NC(=O)NC(=O)CSc1nnc(-c2ccc(F)cc2)n1Cc1ccccc1 | -3 | 6 | 1.0 | -0.1
75 | COc1ccc(OCCNS(=O)(=O)c2ccc3oc4ccccc4c3c2)cc1 | 2 | -13 | -0.6 | 0.3
76 | Nc1n[nH]c(-c2ccc(Br)cc2)n1 | 7 | -13 | 0.0 | 0.0
77 | C(=N\c1nc2ccccc2n1CCN1CCOCC1)/c1cccs1 | 4 | -7 | 0.0 | 0.5
78 | CC1CCN(Cc2nnnn2CC(=O)N2CCCC2c2ccc(F)cc2)CC1 (centres undefined) | 7 | -6 | 1.3 | 0.0
79 | O=C(OCCCn1c(=O)[nH]c2ccccc21)c1ccc2c(c1)C(=O)N(Cc1ccco1)C2=O | 10 | -9 | -0.9 | 0.0
80 | CN(Cc1oc(CO)cc(=O)c1O)CC1OCCO1 | 2 | 7 | 3.6 | 0.0

(next part)
item | mol | MITF primary | TEAD-YAP block | GPR151 activ | FBW7 activator
81 | CCOc1ccc(/C=N/N(C)C)cc1OC | -21 | 1 | -0.9 | 0.1
82 | Cc1ccccc1N(C(=O)c1ccc(N)cc1)c1ccc2ccccc2c1 | 3 | 0 | -0.1 | -0.1
83 | COc1ccc(C2CC(C(F)(F)F)n3nc(C(=O)Nc4ccc(C)cc4C)cc3N2)cc1OC (centres undefined) | 24 | 2 | -0.4 | 0.1
84 | Cc1ccc(NC(=O)CSCC(=O)Nc2ccccc2)cc1[N+](=O)[O-] | -4 | 10 | -1.7 | 0.3
85 | Cn1c2c(c(=O)n(C)c1=O)C(NC(=O)C(C)(C)C)(C(F)(F)F)C(=O)N2 (centres undefined) | -7 | -8 | 0.7 | -0.1
86 | O=S(=O)(c1ccc(S(=O)(=O)n2cnc3ccccc32)cc1)N1CCCCCC1 | 6 | 1 | 2.5 | 0.1
87 | O=C(CCCn1c(SCC(=O)c2ccc(Cl)c(Cl)c2)nc2ccsc2c1=O)NCc1ccc2c(c1)OCO2 | 7 | 8 | 1.0 | 0.3

Compound activity: PubChem BioAssay, The Scripps Research Institute Molecular Screening Center
